Screens as filed in PubChem.
NCI-60 one-dose screen, 48 h, at 10 µM unless noted. Numbers give growth in % (100 = growth as untreated, 0 = no growth, -100 = all killed).
HL-60(TB): HL-60(TB) leukemia cells; AID 1794776; 9% of 78,000 active; active = growth percent below 10
* = called active by the depositor; & = joins results of further samples.

SMILES | HL-60(TB)
O=C(/C=C/c1ccc(C(F)(F)F)cc1)Nc1ccc(C=C2c3ccccc3C(=O)c3ccccc32)cc1 | 11
CCOC(=O)c1cc(-c2ccc(OC)cc2)[nH]c1NNC(C)=O | 12
O=C(CNc1ncnc2sc3c(c12)CCCC3)N=Nc1c(O)[nH]c2ccccc12 | 109
COc1ccc(C2=C/C(=C\c3ccc(Cl)cc3)C(=O)NN2C(=S)NN)cc1 | 93
CS(=O)(=O)c1ccc(-c2cc(-c3nnc(SCC(=O)Nc4ccc(Cl)cc4)n3-c3ccccc3)c3ccccc3n2)cc1 | 63
CC(N)C(Cc1ccc(Cl)cc1)c1ccc(Cl)cc1 (stereo not drawn) | 26
COc1ccc(/C=N/NC2=NC3C(N2)N(C)C(=O)N3C)cc1 (stereo not drawn) | 110
O[C@@H](c1cc(C(F)(F)F)nc2c(C(F)(F)F)cccc12)[C@@H]1CCCCN1 | 100
Cc1cc(C)c2c(c1)C(c1ccc(O)c(C)c1)(c1ccc(O)c(C)c1)C(=O)N2 | 89
CC1(C)C2(C(N)=O)C(=O)NC(=O)C12C(=O)O (stereo not drawn) | 99
ClC(Cl)(Cl)C1=NCc2nnn(Cc3ccccc3)c2N1 | 67
COc1cc(CNC(=O)Cc2ccccc2)ccc1OCc1cn(-c2ccc(Cl)c(Cl)c2)nn1 | 108
CC(C)NC(=O)N1C(=O)CCC1C(=O)NCc1ccc(Cl)cc1Cl (stereo not drawn) | 103
Clc1nc(Cl)c2ncn(CCOCCn3cnc4c(Cl)nc(Cl)nc43)c2n1 | -71*
CC(=O)OCC(=O)[C@@]1(O)CC[C@H]2[C@@H]3CCC4=CC(=O)CC[C@]4(C)[C@@]3(F)[C@@H](O)C[C@@]21C | 98
Cc1ccc(S(=O)(=O)N(C(=S)OCCN2C(=O)c3ccccc3C2=O)c2c(F)cccc2F)cc1 | 95
O=S(=O)(Nc1ccccc1)c1ccccc1 | 107
Nc1ccc(C(=O)Oc2ccc(CCN3CCCCC3)cc2)cc1 | 54
C=C(C)[C@@H]1CC[C@]2(COC(=O)c3cccnc3)CC[C@@]3(C)[C@]4(C)CC[C@@H](C(=C)C)[C@](C)(CCCN)[C@H]4CC[C@]3(C)[C@@H]12 | 61
O=C(CC(c1ccc(Br)cc1)c1cccc2ccccc12)c1ccc(Br)cc1 (stereo not drawn) | 98
CSC1CCCCC1O (stereo not drawn) | 92
O=CNc1ccccc1O | 65
NCCCC(C(=O)O)N(C(=O)OCc1ccccc1)C(=O)OCc1ccccc1 (stereo not drawn) | 105
Cc1cc(C)n(-c2nc(Nc3ccccc3)nc(Nc3ccc(S(N)(=O)=O)cc3)n2)n1 | 89
Cn1c(=O)c2[nH]c(CCCCCc3nc4ccccc4[nH]3)nc2n(C)c1=O | 96

6 structures from above, arranged by formula weight, smallest number first:
SMILES | HL-60(TB)
CCOC(=O)c1cc(-c2ccc(OC)cc2)[nH]c1NNC(C)=O | 12
ClC(Cl)(Cl)C1=NCc2nnn(Cc3ccccc3)c2N1 | 67
Clc1nc(Cl)c2ncn(CCOCCn3cnc4c(Cl)nc(Cl)nc43)c2n1 | -71*
Cc1ccc(S(=O)(=O)N(C(=S)OCCN2C(=O)c3ccccc3C2=O)c2c(F)cccc2F)cc1 | 95
C=C(C)[C@@H]1CC[C@]2(COC(=O)c3cccnc3)CC[C@@]3(C)[C@]4(C)CC[C@@H](C(=C)C)[C@](C)(CCCN)[C@H]4CC[C@]3(C)[C@@H]12 | 61
CS(=O)(=O)c1ccc(-c2cc(-c3nnc(SCC(=O)Nc4ccc(Cl)cc4)n3-c3ccccc3)c3ccccc3n2)cc1 | 63

Returning to the listing with the two entries that preceded the break.
SMILES | HL-60(TB)
Cc1cc(C)n(-c2nc(Nc3ccccc3)nc(Nc3ccc(S(N)(=O)=O)cc3)n2)n1 | 89
Cn1c(=O)c2[nH]c(CCCCCc3nc4ccccc4[nH]3)nc2n(C)c1=O | 96
CCC(=O)C(CC)c1cccc(OC)c1 (stereo not drawn) | 97
C=CC[Se]C(=O)c1ccccc1OC(C)=O | -46*
Nc1ccccc1-c1cc2c(c3c1[nH]c1ccccc13)-c1ccccc1C2 | 112
O=S(=O)(OCCCCOS(=O)(=O)c1ccc(Br)cc1Br)c1ccc(Br)cc1Br | 103
COc1ccccc1/C=C1\NC(=S)N(/C=C2\C(=O)Oc3ccccc3C2=O)C1=O | 107
O=C1C=C(C2CCCCC2)C(=O)c2ccccc21 | 110
CC1=C(c2cc(-c3ccc(Cl)cc3)nc(=S)[nH]2)C(c2ccccc2)NC(=S)N1 (stereo not drawn) | 90
O=C(CCCOc1ccc(Cl)cc1Cl)NC(Cc1ccccc1)C(=O)O (stereo not drawn) | 98
CC(=O)/C(=C/n1c(=S)sc2ccccc21)C(=O)Nc1ccccc1C | 101
Cc1c(Cl)cccc1NC(=O)COC(=O)CN1C(=O)NC(C)(C)C1=O | 109
O=C(/C=C/c1ccccc1Br)c1cccc(OCCCOc2cccc(C(=O)/C=C/c3ccccc3Br)c2)c1 | 83
CS(=O)(=O)c1ccc(-c2cc(-c3nnc(SC/C(=N/O)c4ccccc4)n3-c3ccccc3)c3ccccc3n2)cc1 | 102
O=C1CC(c2ccc3c(c2)OCO3)Cc2oc3cc(O)c(O)cc3c21 (stereo not drawn) | 71
COc1ccc(/C=C/C(=O)n2nc(-c3ccccc3)nc2-c2ccccc2)cc1 | 92
CCOC(=O)[C@@H](C)C[C@H](Cc1ccccc1)NC(=O)c1csc([C@@H](C[C@H](C(C)C)N(C)C(=O)[C@H](CCC(C)C)NC(=O)[C@H]2CCCCN2C)OC(C)=O)n1 | -32*
Nc1ncc2c(n1)-c1cccn1CCC2 | 109
O=C(Nc1ccc(Br)cc1)Nc1ccc(-c2ccc3c(c2)NC(=O)/C3=C\c2ccc[nH]2)cc1 | 33
CCCCN(CCCC)CCCCOC | 113
COC(=O)C(C(=O)OC)C(C(=O)OC)C(=O)OC | 96
COc1cccc(O)c1/C=C(/C)c1ccc2c(OC)cccc2[o+]1 | 120
CC(C)CSc1nc(NC2CC2)c(C#N)c(-c2ccc(C(C)C)cc2)n1 | 100
CSc1ccc(N2C(=N)C(=S)N(c3ccc(C)cc3)C2=O)cc1 | 101
Cc1c(C(=O)/C=C/c2ccc(N(C)C)cc2)nnn1-c1ccc(F)cc1 | 104
CC(C)Cn1cnc2c(SCc3ccccc3F)nc(N)nc21 | 85
Cc1ccc2nc(Sc3sc(N)nc3C)n(Cc3ccccc3)c(=O)c2c1 | 98

Grouped by structure, the entries above containing a COOH group (3)
SMILES | HL-60(TB)
CC1(C)C2(C(N)=O)C(=O)NC(=O)C12C(=O)O (stereo not drawn) | 99
NCCCC(C(=O)O)N(C(=O)OCc1ccccc1)C(=O)OCc1ccccc1 (stereo not drawn) | 105
O=C(CCCOc1ccc(Cl)cc1Cl)NC(Cc1ccccc1)C(=O)O (stereo not drawn) | 98

(next part)
SMILES | HL-60(TB)
CC(=O)[C@H]1CCC/C=C/[C@@H]2C[C@H](O)C[C@H]2[C@H](O)/C=C/C(=O)O1 | -54*
COc1cc(C(=O)N2CCN(c3ccccc3)CC2)c2ccccc2n1 | -1.7*
N#Cc1cc(-c2ccnc(Nc3ccc(N4CCN(C5COC5)CC4)cc3)n2)ccc1N1CCCC1 | 48
CCN(CC)c1ccc(/C=C2/C=Cc3ccccc32)cc1 | 35
C=CCOC(=O)C1=C(C)NC2=C(C(=O)CC(c3ccc(Cl)cc3)C2)C1c1cc(OC)ccc1OC (stereo not drawn) | 86
NC(Cc1ccccc1)Cc1ccccc1 | 53
O=C(O)c1ccc(N2C(=O)/C(=C3\SC(=S)N(c4ccc(C(=O)O)cc4)C3=O)SC2=S)cc1 | 111
COC(=O)c1ccccc1C(=O)c1ccccc1 | 119
CC1(C)OC(CI)C(COS(C)(=O)=O)O1 (stereo not drawn) | 87
N#Cc1c(N2CCNCC2)nc2sc3cccc(Cl)c3n2c1=N | 105
C=CC1=C(C)C2=NC1=CC1=NC(=CC3=C(C)C4=C(O)CC(=C5NC(=C2)C(C)C5CCC(=O)O)C4=N3)C(CC)=C1C (stereo not drawn) | 100
CCOC(=O)c1c2c(n3cccc(Cl)c13)C(=O)c1ncccc1C2=O | 34
NCCCn1c2c(c3cc(-c4ccn[nH]4)ccc3c1=O)C(=O)c1ccccc1-2 | 40
COc1cccc(COc2ccc(NC(=O)Nc3ccccc3)cc2)c1 | 79
COc1ccc(C/C(C)=C(/c2ccc(OCCN3CCCCC3)cc2)c2ccc(OC(=O)NCc3ccccc3)cc2)cc1 | -75*
COc1ccc(-c2cc(C(=O)N3N=C(c4ccc(OC)c(OC)c4)CC3c3cc(-c4ccccc4)nn3-c3ccccc3)c3ccccc3n2)cc1 (stereo not drawn) | 83
O=C(OCC1CCCO1)c1ccc([N+](=O)[O-])cc1 (stereo not drawn) | 102
C=CCc1c(N(C)c2ccc(OC)cc2)ncnc1-n1cnc2ccccc21 | 98
Nc1cc(=O)[nH]c(=S)n1-c1ccccc1 | 98
CN(C)c1ccc(-c2ccc(-c3ccc(C(=N)N)c(F)c3)s2)cc1 | -46*
Ic1ccc(SSc2ccc(I)cc2)cc1 | 80
O=[N+]([O-])c1cnc(N2CCN(c3ccc(C(F)(F)F)cc3)CC2)nc1N1CCN(c2ccc(C(F)(F)F)cc2)CC1 | 98
COc1cc2cc(Oc3ccc(NC(=O)c4ccc(Cl)c(C(F)(F)F)c4)cc3)c(C)nc2cc1OC | 17
COc1ccccc1/C=C1\Oc2ccc(O)c(O)c2C1=O | 76
Nc1ccccc1-c1cc2c(c3c1[nH]c1ccccc13)-c1ccccc1CC2 | 108
Additional compounds.
SMILES | HL-60(TB)
NS(=O)(=O)c1ccc(N=C2NC(=O)/C(=C/c3cc4ccccc4nc3Cl)S2)cc1 | 109
CCOP(=O)(CCCc1cc2c(c(OC)c1OC)OCO2)OCC | 93
Fc1ccc2[nH]cc(-c3nn4cc(-c5nccs5)nc4s3)c2c1 | 79
COc1ccc2cc(/C=C3\SC(=Nc4ccc(S(N)(=O)=O)cc4)NC3=O)c(Cl)nc2c1 | 121
Cc1ccc(-c2ccc(/C=C(\C#N)c3nc(-c4ccco4)cs3)o2)cc1 | 101
O=C(/C=C/c1ccccc1)c1cccc(Nc2nc(Nc3ccccc3)nc(Nc3ccccc3)n2)c1 | 98
CC(=O)C1CCC2C3CCC4CC(O)CCC4(C)C3CCC12C#N (stereo not drawn) | 97
CCOC(=O)Cn1c(-c2ccc(S(C)(=O)=O)cc2)nc2ccccc21 | 97
O=C1CC(c2nc3ccccc3s2)CN1c1ccc(Cl)cc1 (stereo not drawn) | 96
Cc1cc(O)cc2c1[C@H]1CC[C@]3(C)C(=O)CC[C@H]3[C@@H]1C=C2 | 77
O=C(O)c1ccc(Nc2ncnc3c2cnn3-c2cccc(Br)c2)cc1 | 90
CCn1c2ccc(O)cc2c2c(C)c3c[n+](C(C)C)ccc3c(C)c21 | 70
O=C(Nc1nc(-c2ccc(Br)cc2)cs1)c1cc(-c2ccc(Br)cc2)nc2ccccc12 | 66
COc1ccc(-c2nnc(-c3ccc4c(c3)nc(-c3ccc(OC)cc3)n4C3CCCCC3)o2)cc1 | 72
COc1ccc2c(c1)c(-c1nc(-c3c[nH]c4c(Cl)nccc34)cs1)cn2C | 108
Cc1cc(C)cc(C(C)(C)C)c1 | 126
CC(=O)Nc1ccc(-c2cn(-c3cccc(C(=O)Nc4cc(Cl)cc(Cl)c4)c3)nn2)cn1 | 102
COc1ccc(-c2nn([C@H]3CC(=O)[C@@H]4OC[C@H]3O4)c(=S)n2C)cc1 | 90
CCCCCCCC(=O)NO | 98&104
c1ccc2nc3c4ccccc4c4ccccc4c3nc2c1 | 100
COc1ccc(/C=C2\CCCCC3=C2N=C2SC(C)=CN2C3c2ccc(OC)c(OC)c2)cc1OC (stereo not drawn) | 85
O=C(Nc1cccnc1Nc1ccc(Cl)cc1)c1cn(Cc2ccc(F)cc2)nn1 | 109
COc1ccc(C(=N)c2ccc(N(C)C)cc2)cc1 | 61
Cn1nc(-c2ccccc2)c2c(-c3ccccc3)onc2c1=O | 1.2*
C=C1CCCC(C)(C)[C@@H]1CC/C(C)=C/CC[C@@H]1[C@@]2(C)CCCC(C)(C)C2CC[C@@]1(C)O (stereo partly drawn) | 101
(continued)
SMILES | HL-60(TB)
Cc1cc(N/N=C/c2nc(-c3ccc(Cl)cc3)oc2C)c2cc(Br)ccc2n1 | 59
O=S1(=O)CCN(Cc2ccncc2)CC1 | 143
CCN(CC)CCN(C(=O)OCCOC(=O)N(CCN(CC)CC)c1cccc2sc3ccccc3c(=O)c12)c1cccc2sc3ccccc3c(=O)c12 | 91
CCN(CC)CCOc1ccc(/C=C(\C)C(C)=O)cc1 | 101
COc1cc(-c2nn(C(C)(C)C)cc2-c2ccnc(NCCCNS(=O)(=O)c3ccc(Cl)cc3)n2)ccc1Cl | 65
Cn1cc2c(c1)-c1nc(N)ncc1CC2 | 131
C/C(=N/Nc1ccccc1)C(=O)O | 23
O=C(Cc1ccccc1)NC(O)C(Cl)(Cl)Cl (stereo not drawn) | 101
COc1cccc(NC(=O)c2sc3nc(C)c(C(=O)c4ccccc4)cc3c2N)c1 | 93
N#CCCn1ccc2ccccc21 | 95
CNC(=S)C(=S)NC | 112
O=C(O)c1ccc(P(=O)(O)O)c([N+](=O)[O-])c1 | 100
COc1ccc(C(=O)c2cc(OC)c(OC)c(OC)c2)cc1/C=C/C(=O)c1ccc(OC)c(OC)c1 | 19
CC(C)CSc1nc(NC2CC2)c(C#N)c(-c2ccc(F)cc2)n1 | 93
CC1=C2C3OC(=O)C(C)C3CCC2(C)C=C(Cl)C1=O (stereo not drawn) | 76
COc1cc(/C=C/c2cccnc2Nc2ccc(O)cc2)cc(OC)c1OC | 45
NC(CCc1nc2ccccc2c(=O)[nH]1)C(=O)O (stereo not drawn) | 103
O=C(/C=C/c1c[nH]c2ccccc12)c1ccc(O)c(CN2CCN(c3ccc(F)cc3)CC2)c1 | 97
CC(=O)N=c1ccc2nc3c(cc(N)c4ccccc43)oc-2c1 | -83*
COc1cc2c(cc1O)CCN1C[C@@H](CC(C)C)[C@@H](O)C[C@@H]21 | 74
O=C(O)CCCn1c2c(sc3ccccc32)c(=O)n2nnc(-c3ccccc3)c12 | 114
O=C1C(Br)=CC2C1C1C3CCC3C2(Br)C12OCCO2 (stereo not drawn) | -6.2*

2 of the compounds above, with each value named.
CCN(CC)CCN(C(=O)OCCOC(=O)N(CCN(CC)CC)c1cccc2sc3ccccc3c(=O)c12)c1cccc2sc3ccccc3c(=O)c12
  HL-60(TB) = 91
C/C(=N/Nc1ccccc1)C(=O)O
  HL-60(TB) = 23

Some of the compounds tested. The share of hits here may be higher or lower than overall.
